EPAC1 antag = qHTS for Antagonist of cAMP-regulated guanine nucleotide exchange factor 3 (EPAC1): primary screen | EPAC1 GEF assay, Rap1b-BODIPY-GDP exchange fluorescence | Potency, µM (series often up to 115 µM), for the others: top-dose activity change, negative = inhibition, actives largely listed as inhibitors | hit rate 0.14% among 360,000 | AID 720709, 2013;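 further: potency means the concentration at half of the fitted maximal effect; plate controls were vehicle for no effect and positive control for full effect; nearly all actives have a fitted effect of over 50% in size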
PI5P4Ka inh = qHTS for Inhibitors of phosphatidylinositol 5-phosphate 4-kinase (PI5P4K); hit rate 1.2% among 330,000; Phosphatidylinositol 5-phosphate 4-kinase type-2 alpha (Homo sapiens), P48426; max response, %; PI5P4Kalpha enzyme, ADP-Glo luminescence, 60 min; hits give low values; AID 652105, 2013; active means max response of -50% or lower; inconclusive means between -30% and -50%; inactive means -30% or higher; further: value at the top dose of about 77 µM; on the % scale 0 is the no-effect control and ±100 the full control effect
Target sequence (P48426 whole entry, looked up): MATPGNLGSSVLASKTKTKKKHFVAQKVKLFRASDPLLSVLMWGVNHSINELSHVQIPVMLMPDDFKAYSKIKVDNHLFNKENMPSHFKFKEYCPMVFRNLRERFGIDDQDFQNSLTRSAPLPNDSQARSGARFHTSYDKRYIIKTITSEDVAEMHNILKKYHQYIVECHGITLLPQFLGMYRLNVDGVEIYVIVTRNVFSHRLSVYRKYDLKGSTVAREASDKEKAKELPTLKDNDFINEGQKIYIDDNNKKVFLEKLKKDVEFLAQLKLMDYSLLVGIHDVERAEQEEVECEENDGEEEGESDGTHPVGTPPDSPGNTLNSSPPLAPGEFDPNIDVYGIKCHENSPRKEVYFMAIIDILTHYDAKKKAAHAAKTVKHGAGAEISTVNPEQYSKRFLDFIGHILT
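Reactions run in 0.038 M HEPES pH 7.4, 0.28 mM EGTA, 0.1% CHAPS and 5% DMSO, with PI5P4Kalpha, substrate, compound and 5 microM ATP final, one hour at room temperature. Readout is ADP-Glo luminescence.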
HEK293 tox = qHTS of GLP-1 Receptor Inverse Agonists: Cytotox Screen | HEK293 cAMP-luciferase reporter cells, luminescence, 24 h | Potency, µM (titrated, usually from 38.3 µM), for inactives: at the highest dose activity change, negative = inhibition, hits mostly inhibitors | hit rate 0.13% among 410,000 | AID 624418, 2012;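 further: loss of luciferase light is scored as toxicity; potency means the concentration at half of the fitted maximal effect; on the % scale 0 is the no-effect control and ±100 the full control effect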
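Compound-treated cells are incubated 24 hr at 37 deg C under 5% CO2 after a 12 hour attachment period, then luciferase detection reagent is added and luminescence is measured following 12 min at room temperature; lowered signal indicates toxicity.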
PTHR1 ag = qHTS for PTHR1 Agonists: Primary Screen; hit rate 0.075% among 410,000; HEK293 GP2 PTHR1 cells, GloSensor cAMP luminescence, 1 h; Parathyroid hormone/parathyroid hormone-related peptide receptor (Homo sapiens), Q03431; Potency, µM (top dose mostly 115 µM), for inactives: at the highest dose activation, actives largely listed as activators; further: potency means the concentration at half of the fitted maximal effect; nearly all actives have a fitted effect of over 55% in size; some results filed as inactive show a strong effect at the top dose; inactives centre near -15; many of its hits are not listed in these tables
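HEK-293-derived GP2 cells expressing PTHR1 and a GloSensor cAMP reporter, 3,000/well, plated overnight, given luciferin plus IBMX (each 0.5 mM as added) for 1 h at 37 °C, then compound for 1 h at 37 °C. Luminescence was read after 15 min at room temperature.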
GLP-1R inv ag = qHTS of GLP-1 Receptor Inverse Agonists (Inhibition Mode). Glucagon-like peptide 1 receptor (Homo sapiens), P43220. HEK293 GLP-1R CRE-luciferase, luminescence, 24 h; GLP-1R form is constitutively active. Potency, µM (highest dose often 38.3 µM), for inactives: at the top dose activity change, negative = inhibition, actives largely listed as inhibitors. hit rate 1.6% among 410,000; further: potency means the concentration at half of the fitted maximal effect; on the % scale 0 is the no-effect control and ±100 the full control effect; nearly all actives have a fitted effect of over 55% in size
Target sequence (P43220 whole entry, looked up): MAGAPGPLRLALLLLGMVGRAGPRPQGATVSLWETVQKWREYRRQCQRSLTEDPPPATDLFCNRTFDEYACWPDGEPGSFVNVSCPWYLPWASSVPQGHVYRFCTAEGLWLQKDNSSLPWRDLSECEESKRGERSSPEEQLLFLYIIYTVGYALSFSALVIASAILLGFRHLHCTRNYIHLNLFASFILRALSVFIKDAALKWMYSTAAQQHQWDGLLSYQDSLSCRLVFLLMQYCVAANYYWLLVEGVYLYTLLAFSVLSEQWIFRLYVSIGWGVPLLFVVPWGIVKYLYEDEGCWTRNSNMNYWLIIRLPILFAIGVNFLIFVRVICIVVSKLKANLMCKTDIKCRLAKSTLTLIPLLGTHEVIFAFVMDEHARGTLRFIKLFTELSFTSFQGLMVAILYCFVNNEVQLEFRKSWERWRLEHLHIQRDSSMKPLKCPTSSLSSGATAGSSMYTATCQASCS
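HEK293 cells stably co-expressing a cAMP-responsive luciferase reporter and constitutively active GLP-1R were seeded, incubated 12 h, then exposed to compounds for 24 h at 37 C. Luminescence was read 12 min after detection reagent; inverse agonists lower signal.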
IL2 activator = qHTS of IL-2 Activators; IL-2 activation reporter assay, cell-based qHTS; stimulated with anti-CD3/CD4/CD28 beads; in transgenic mouse T cells; activation, % (series mostly up to about 46 µM); hit rate 0.065% among 360,000; AID 652025, 2013; in the data active means activation above about 50%; inconclusive means mostly about 30% to 49%; further: 0% is about no effect
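Unstimulated transgenic mouse T cells; 60-min compound exposure; bead-based TCR/CD4/CD28 stimulation; 18 h culture, 37 degrees C; dual fluorescence (EGFP, DsRed) plate cytometry.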
GLP1R ag = qHTS of GLP-1 Receptor Agonists. Glucagon-like peptide 1 receptor (Homo sapiens), P43220. HEK293 GLP-1R CRE-luciferase, luminescence, 4-6 h; cells express a hypersensitive GLP-1R form. Potency, µM (highest dose often 45.6 µM), for the others: top-dose activation, hits mostly activators. hit rate 0.007% among 380,000. AID 624172, 2012; further: potency means the concentration at half of the fitted maximal effect; % of control where 0% means no effect
EPAC1 agonist = qHTS for Agonist of cAMP-regulated guanine nucleotide exchange factor 3 (EPAC1): primary screen; EPAC1 agonist qHTS, biochemical assay; response scale: 100% = response to 6.5 mM cAMP; Potency, µM (highest dose often 154 µM), without a hit: at the highest dose activation, actives largely listed as activators; AID 720707, 2013; hit rate 0.073% among 360,000; further: potency means the concentration at half of the fitted maximal effect; nearly all actives have a fitted effect of over 60% in size
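Compounds were pinned as a concentration titration into mixtures of EPAC1 (100 nM), BODIPY-GDP-loaded Rap1B (250 nM) and GDP (50 uM). After 5 min at room temperature, fluorescence was followed for 30 min; activity was scaled to 6.5 mM cAMP.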
PLK1 PBD inh = qHTS for Inhibitors of PLK1-PDB (polo-like kinase 1 - polo-box domain): Primary Screen | Plk1 PBD binding of FITC phosphopeptide, fluorescence polarization | Potency, µM, inactives show max response, negative = inhibition, usual class: inhibitors | hit rate 2.8% among 360,000 | AID 720504, 2013; further: potency means the concentration at half of the fitted maximal effect; series mostly up to about 57 µM; on the % scale 0 is the no-effect control and ±100 the full control effect; nearly all actives have a fitted effect of over 65% in size
* = called active by the depositor; i = inactive; ? = inconclusive; [ ] = dose if it differs, or a comment. Unless noted, the call rests on the fitted dose curve; in most records, active means well fitted curve in the direction sought with a large enough effect; inconclusive means small, poorly fitted or top-dose-only effect, or another doubt; inactive means no such curve, though single readings can be large; an effect the other way counts as inactive or inconclusive. These rows are one share of the data; count on the stated rates, not on these rows.

SMILES	EPAC1 antag	PI5P4Ka inh	HEK293 tox	PTHR1 ag	GLP-1R inv ag	IL2 activator	GLP1R ag	EPAC1 agonist	PLK1 PBD inh
COc1ccc(CCNC(=O)c2ccc(CS(=O)Cc3ccc(C)cc3)o2)cc1OC (stereo not drawn)	11.2%	5.9	-7.9%	-21.2%	14.4%	-0.3	4.8%	-2.9%	-9.9%
Cc1ccc(OCCNS(=O)(=O)c2cccs2)cc1	-13.4%	2.4	4.1%	-5.7%	1.6%	1.6	-0.1%	0.0%	-0.1%
COc1ccccc1NC(=O)CCN1CCN(C)CC1	-16.9%	-9.4	4.9%	-10.4%	10.2%	-1.9	-11.8%	-0.6%	-1.0%
Cc1cc(C(=O)CSc2cccc[n+]2[O-])c(C)n1-c1ccccc1	8.7%	7.7	?	-94.3%[inhibitor]	?	-0.8	-5.3%	-6.1%	-8.1%
O=C(Nc1ccc(N2CCOCC2)cc1)c1csc([C@@H]2C[C@H](O)[C@@H](CO)O2)n1	5.6%	4.3	-5.3%	-13.5%	3.7%	-0.2	-3.3%	-4.7%	2.2%
COc1cccc(C(=O)COC(=O)C2CC(=O)N(c3ccc(Oc4ccccc4OC)cc3)C2)c1 (stereo not drawn)	10.9%	0.4	-0.1%	-13.8%	7.8%	0.3	-2.0%	19.9%	9.0%
C[C@@H](NC(=O)/C(C#N)=C/c1ccc(O)c(O)c1)c1ccccc1	-5.9%	-2.3	-24.3%	i	-2.8%	0.0	12.4%	1.6%	-16.4%
CCN(C(=S)Nc1cccnc1)c1ccccc1	6.1%	-5.4	-6.3%	i	23.8%	0.1	-0.1%	2.8%	-8.0%
CC1(C(=O)Nc2ccccc2Cc2ccccc2)CCN1CCc1ccccc1 (stereo not drawn)	-6.6%	22.2	6.1%	-79.0%[inhibitor]	12.6µM*	-0.8	-2.9%	-9.1%	-2.9%
COc1ccc(Br)c2oc(S)cc(=O)c12	-7.2%	-19.0	-0.1%	-2.8%	16.4%	0.8	-4.2%	3.5%	?
CC12CN3CC(C)(CN(C1)C3c1ccc3c(c1)OCO3)C2O (stereo not drawn)	-3.0%	0.3	3.2%	-23.8%	5.9%	-1.5	2.2%	6.1%	-8.8%
COc1ccc(CN(C)C(=O)Cn2cc(C)c(=O)[nH]c2=O)cc1OC	5.0%	?	0.4%	8.1%	22.8%	-0.4	2.1%	-7.0%	26.7µM*
N#Cc1ccc(COC(=O)Cn2nnc(-c3ccccc3)n2)cc1	5.1%	5.2	30.3%	-19.0%	11.6%	-3.2	-11.2%	8.1%	-15.4%
CCC(C)N(CCNC(=O)c1ccc(NC2=NC3CS(=O)(=O)CC3S2)cc1)Cc1ccco1 (stereo not drawn)	3.1%	1.4	2.1%	-9.4%	1.2%	-1.2	-0.3%	4.2%	-5.9%
Cc1oc(C(C)(C)C)cc1C(=O)NC1CCN(Cc2ccccc2)CC1	13.3%	-3.8	-29.2%	-20.9%	12.6µM*	-0.1	-1.3%	-8.3%	1.0%
COc1ccc(S(=O)(=O)Nc2ccccc2C(=O)N2CCCC2)cc1C	-20.0%	3.1	5.4%	i	6.7%	-3.1	11.1%	7.6%	-10.9%
O=C(NCc1ccccc1)C1CCN(S(=O)(=O)c2ccc(Cl)cc2)CC1	3.9%	-4.9	0.0%	-36.4%	-1.6%	0.7	7.2%	0.0%	-1.9%
COc1ccc(OC(C)C(=O)N(C)Cc2nc(-c3cccc(C)c3)no2)cc1 (stereo not drawn)	-24.8%	10.0	6.4%	-25.3%	?	0.6	18.2%	1.5%	-0.8%
COc1ccc(-c2cc(C(=O)Nc3cc(S(=O)(=O)N4CCOCC4)ccc3N3CCOCC3)c3ccccc3n2)cc1	-14.6%	0.4	-0.2%	-6.8%	-1.0%	0.0	12.7%	4.0%	2.6%
Clc1ccc(OCCCn2cncn2)cc1Cl	-10.2%	7.8	-6.5%	-6.3%[57.5 µM]	?	1.3	-3.9%	0.0%	-2.9%
O=C(CCc1ccccc1)Nc1cc2c3c(c1)CCC(=O)N3CCC2	6.2%	-0.4	2.6%	-37.4%[inhibitor]	20.4%	0.5	9.1%	8.8%	0.5%
Cc1nc(CN2CCCCC2)cc(=O)[nH]1	2.8%	0.8	3.9%	?	0.1%	-0.2	0.5%	0.8%	-0.6%
O=C(N/N=C/c1cccc(NC(=O)c2ccc(Cl)cc2)c1)c1ccc(O)cc1	-20.5%	-11.7	-16.7%	?	-21.3%	1.0	-0.3%	-11.0%	-7.2%
COc1ccc(N2CCN(C(=O)COc3ccc4ccccc4c3)CC2)cc1	8.3%	2.5	-2.4%	-17.3%[57.5 µM]	-1.9%	1.9	0.3%	-1.3%	-6.8%

As a short view, twelve of the compounds above.
SMILES	EPAC1 antag	PI5P4Ka inh	HEK293 tox	PTHR1 ag	GLP-1R inv ag	IL2 activator	GLP1R ag	EPAC1 agonist	PLK1 PBD inh
COc1ccc(Br)c2oc(S)cc(=O)c12	-7.2%	-19.0	-0.1%	-2.8%	16.4%	0.8	-4.2%	3.5%	?
CC12CN3CC(C)(CN(C1)C3c1ccc3c(c1)OCO3)C2O (stereo not drawn)	-3.0%	0.3	3.2%	-23.8%	5.9%	-1.5	2.2%	6.1%	-8.8%
COc1ccc(CN(C)C(=O)Cn2cc(C)c(=O)[nH]c2=O)cc1OC	5.0%	?	0.4%	8.1%	22.8%	-0.4	2.1%	-7.0%	26.7µM*
N#Cc1ccc(COC(=O)Cn2nnc(-c3ccccc3)n2)cc1	5.1%	5.2	30.3%	-19.0%	11.6%	-3.2	-11.2%	8.1%	-15.4%
CCC(C)N(CCNC(=O)c1ccc(NC2=NC3CS(=O)(=O)CC3S2)cc1)Cc1ccco1 (stereo not drawn)	3.1%	1.4	2.1%	-9.4%	1.2%	-1.2	-0.3%	4.2%	-5.9%
Cc1oc(C(C)(C)C)cc1C(=O)NC1CCN(Cc2ccccc2)CC1	13.3%	-3.8	-29.2%	-20.9%	12.6µM*	-0.1	-1.3%	-8.3%	1.0%
COc1ccc(S(=O)(=O)Nc2ccccc2C(=O)N2CCCC2)cc1C	-20.0%	3.1	5.4%	i	6.7%	-3.1	11.1%	7.6%	-10.9%
O=C(NCc1ccccc1)C1CCN(S(=O)(=O)c2ccc(Cl)cc2)CC1	3.9%	-4.9	0.0%	-36.4%	-1.6%	0.7	7.2%	0.0%	-1.9%
COc1ccc(OC(C)C(=O)N(C)Cc2nc(-c3cccc(C)c3)no2)cc1 (stereo not drawn)	-24.8%	10.0	6.4%	-25.3%	?	0.6	18.2%	1.5%	-0.8%
COc1ccc(-c2cc(C(=O)Nc3cc(S(=O)(=O)N4CCOCC4)ccc3N3CCOCC3)c3ccccc3n2)cc1	-14.6%	0.4	-0.2%	-6.8%	-1.0%	0.0	12.7%	4.0%	2.6%
Clc1ccc(OCCCn2cncn2)cc1Cl	-10.2%	7.8	-6.5%	-6.3%[57.5 µM]	?	1.3	-3.9%	0.0%	-2.9%
O=C(CCc1ccccc1)Nc1cc2c3c(c1)CCC(=O)N3CCC2	6.2%	-0.4	2.6%	-37.4%[inhibitor]	20.4%	0.5	9.1%	8.8%	0.5%
